697 NFkB inh – inhibitors of PMA/ionomycin-induced NF-kB reporter, 697 cells, primary screen, B-cell NF-kB inhibitor project, cell-based, luminescence, uHTS. inhibition, % at 4 µM. actives 0.33% (n = 330,000). 697 B-cell NF-kB luciferase reporter, 16 h. AID 435022, 2010; in the data active = inhibition above about 35%
Jurkat NFkB inh – inhibitors of induced NF-kB luciferase reporter, primary screen, TCR NF-kB activation inhibitor project, cell-based, luminescence, uHTS | actives 0.53% (n = 330,000) | inhibition, % at 4 µM | Jurkat, PMA/ionomycin-induced NF-kB luciferase reporter
Gli-Sufu antag – Gli-Sufu pathway antagonists, primary screen, luciferase luminescence, Sufu-KO-LIGHT cells, uHTS; Sufu-KO-LIGHT fibroblasts, Gli luciferase reporter luminescence; inhibition, % at 5 µM; actives 0.74% (n = 340,000);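 active = inhibition above about 55%, limit read from the data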;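 note: 0% = DMSO-treated cells and 100% = wells with medium but no cells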
UBC13 polyUb – UBC13 polyubiquitin chain formation inhibitors, primary screen, biochemical, TR-FRET, uHTS; inhibition, % at 20 µM; actives 0.47% (n = 330,000); in the data active = inhibition above about 45%, passing the limit was not always enough
Target sequence (P61088 whole entry, looked up): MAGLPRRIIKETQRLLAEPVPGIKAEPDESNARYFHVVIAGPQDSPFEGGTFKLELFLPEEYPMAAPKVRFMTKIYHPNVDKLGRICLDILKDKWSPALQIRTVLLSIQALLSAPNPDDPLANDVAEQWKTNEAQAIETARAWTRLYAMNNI
CCR6 antagonist – CCR6 receptor antagonists, primary screen, cell-based, CHO-K1, luminescence, beta-arrestin, uHTS; AID 493098, 2011; inhibition, % at 20 µM; CHO-K1 CCR6 PathHunter beta-arrestin, CCL20-stimulated; C-C chemokine receptor type 6 (Homo sapiens), P51684; actives 0.49% (n = 340,000);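 active = compounds whose inhibition of the agonist-driven luminescence signal at 20 µM reaches about 50%, limit read from the data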;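 note: cells stimulated with CCL20 at 14 nM final; plate controls were DMSO with CCL20 for no effect and DMSO without agonist for full effect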
EBI2 antag – EBI2 receptor antagonists, beta-arrestin recruitment, primary screen, cell-based, luminescence, 7a,25-OHC stimulation, uHTS | G-protein coupled receptor 183 (Homo sapiens), P32249 | 7a,25-OHC stimulated | inhibition, % at 5 µM | actives 0.81% (n = 360,000) | AID 651636, 2012; in the data active = inhibition above about 38%;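 note: enzyme fragment complementation signal reports receptor beta-arrestin coupling in cells; 0% = agonist plus DMSO wells and 100% = wells without agonist; some results beyond the cut were filed as inactive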
Target sequence (P32249 whole entry, looked up, the tested form may be a part): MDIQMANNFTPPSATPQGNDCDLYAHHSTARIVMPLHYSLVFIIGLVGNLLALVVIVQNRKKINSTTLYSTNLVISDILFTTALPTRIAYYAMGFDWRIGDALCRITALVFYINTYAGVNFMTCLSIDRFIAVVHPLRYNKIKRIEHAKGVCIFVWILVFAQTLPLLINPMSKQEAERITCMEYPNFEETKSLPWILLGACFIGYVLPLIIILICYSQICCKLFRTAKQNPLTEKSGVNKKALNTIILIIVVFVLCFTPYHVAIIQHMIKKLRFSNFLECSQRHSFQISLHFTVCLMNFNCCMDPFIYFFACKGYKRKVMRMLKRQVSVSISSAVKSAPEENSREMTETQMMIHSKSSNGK
Apaf-1 inh – inhibitors of human Apaf-1 apoptosome, primary screen, biochemical, DEVD-Rh110 fluorescence, uHTS. Apoptotic protease-activating factor 1 (Homo sapiens), O14727. reconstituted apoptosome caspase-3 activity. inhibition, % at 20 µM. actives 0.71% (n = 330,000). AID 489030, 2010; active = inhibition of at least 40% at 20 µM;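 note: plate controls were DMSO wells for no effect and DEVD-CHO caspase inhibitor wells for full effect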
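Material: reconstituted apoptosome with Apaf-1, cytochrome c, caspase-9, procaspase-3, dATP; medium: pH 7.5 Hepes buffer with CHAPS, BSA, DTT; also added: cytochrome c and DEVD-Rh110 substrate; timing: 30 min plus 50 min, RT; signal: Rh110 fluorescence intensity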
SENP8 block – SENP8 protease inhibitors, primary screen, biochemical, luminescence. inhibition, % at 10 µM. actives 1.2% (n = 330,000). Sentrin-specific protease 8 (Homo sapiens), Q96LD8. purified SENP8, Z-RLRGG-aminoluciferin cleavage
Target sequence (Q96LD8 whole entry, looked up): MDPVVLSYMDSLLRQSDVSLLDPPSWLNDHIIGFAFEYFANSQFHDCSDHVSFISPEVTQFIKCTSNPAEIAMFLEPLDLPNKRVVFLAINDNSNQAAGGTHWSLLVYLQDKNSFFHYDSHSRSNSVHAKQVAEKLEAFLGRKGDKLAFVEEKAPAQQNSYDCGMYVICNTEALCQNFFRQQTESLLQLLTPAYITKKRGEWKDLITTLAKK
Active calls of the source: *. Cut-off read from the data, not from the text of the source, unless noted: active = inhibition above about 50%; inactive = the rest. Not all compounds are listed, so the mix of outcomes need not match the whole.

Labels used below – A = 697 NFkB inh; B = Jurkat NFkB inh; C = Gli-Sufu antag; D = UBC13 polyUb; E = CCR6 antagonist; F = EBI2 antag; G = Apaf-1 inh; H = SENP8 block
#1 Cc1cccc(NC(=O)Cc2nnc(NC(=O)Nc3ccccc3F)s2)c1
  A: -1.7; B: 11.7; C: -3.6; D: -13.1; E: -6.8; F: -3.4; G: -8.7; H: 6.3
#2 CCCCOc1ccccc1N1CCN(CCCN2C(=O)C3CCCN3C2=O)CC1 (stereo not given)
  A: 13.7; B: 11.2; C: 17.1; D: 9.2; E: 15.9; F: 1.6; G: -6.7; H: -2.9
#3 N#Cc1c(N)nc2c3c(sc(=N)c2c1N)NC(=O)CC3c1ccccc1 (stereo not given)
  A: -5.3; B: 3.6; C: -5.6; D: 4.6; E: 15.0; F: -3.2; G: 16.2; H: -0.1
#4 CN1CCN(NC(=O)c2ccc(Cl)s2)CC1
  A: 12.5; B: 4.0; C: 51.8; D: 15.4; E: -0.5; F: 2.0; G: -13.0; H: -8.0
#5 O=C1CCC(C(=O)N2CCCC2)CN1Cc1cccc(C(F)(F)F)c1 (stereo not given)
  A: 14.5; B: 12.0; C: -4.5; D: -2.4; E: 8.8; F: -16.2; G: 1.8; H: 3.2
#6 O=C(Cc1ccccc1)NCC(=O)N1CCCCCC1
  A: 14.6; B: 5.0; C: -3.9; D: -4.3; E: 8.6; F: 6.2; G: 0.9; H: 8.3
#7 COC(=O)CCCNC(=O)OCc1ccc([N+](=O)[O-])cc1
  A: -1.9; B: 1.5; C: -0.8; D: -4.1; E: 2.2; F: -8.6; G: -0.4; H: -0.8
#8 COc1cccc(C(=O)NCC(=O)N/N=C/c2ccc(OC(=O)c3cccs3)c(OC)c2)c1
  A: -6.0; B: 2.1; C: -14.6; D: -10.6; E: 7.0; F: -9.0; G: 14.8; H: -11.9
#9 CN(c1ccc(OCC(=O)Nc2ccccc2C(=O)O)cc1)S(=O)(=O)c1ccc(Cl)cc1
  A: -133.1; B: -10.0; C: 9.4; D: -32.6; E: -0.4; F: -2.9; G: 10.7; H: -9.3
#10 CCOc1ccc(N(CC(=O)N/N=C(\C)c2cccc(NC(C)=O)c2)S(=O)(=O)c2ccccc2)cc1
  A: -2.2; B: -28.6; C: 0.9; D: 2.6; E: 7.3; F: 9.1; G: 22.9; H: 2.0
#11 COC(=O)CC1(C(=O)OC)Oc2ccc(Br)cc2C(=O)N1c1ccc(Br)cc1Cl (stereo not given)
  A: -30.7; B: 30.7; C: 8.3; D: -7.3; E: 29.2; F: 21.3; G: 11.7; H: -0.4
#12 CN(C)CCn1c(=N)n(CC(O)c2ccc(Cl)c(Cl)c2)c2ccccc21 (stereo not given)
  A: 14.2; B: -7.0; C: 5.8; D: 5.4; E: 24.9; F: 1.7; G: 17.9; H: 2.6
#13 COc1ccccc1NC(=O)C1C2C=CC(C2)C1C(=O)NCc1cccnc1 (stereo not given)
  A: -7.2; B: -11.9; C: 22.1; D: 3.8; E: 0.3; F: -4.9; G: -2.8; H: 4.7
#14 CCCn1c(Cc2ccccc2)n[nH]c1=S
  A: -18.3; B: -6.3; C: 5.9; D: -7.6; E: -13.2; F: -16.5; G: 11.2; H: -14.8
#15 CC(=O)c1ccc(NC(=O)C[n+]2cccc(C)c2)cc1
  A: -12.5; B: 2.7; C: 35.6; D: -0.7; E: 2.6; F: -9.9; G: -8.6; H: 2.1
#16 COc1cccc(CNC(=O)c2cc3c(C)nc4ccccc4c3o2)c1
  A: -14.5; B: 7.2; C: 7.5; D: 13.7; E: -11.1; F: 4.0; G: -2.0; H: -7.0
#17 COc1cccc(C(=O)NCCSc2ccc(F)cc2)c1
  A: -57.6; B: -61.3; C: -60.1; D: 9.1; E: 8.0; F: 17.0; G: -7.5; H: -4.7
#18 N=c1ccn(Cc2ccc([N+](=O)[O-])cc2)cc1
  A: 7.0; B: 8.5; C: 48.0; D: 4.2; E: 13.6; F: 2.1; G: 5.3; H: 3.3
#19 Cc1ccc(C(=O)NCC(=O)NCCSc2ccc(Br)cc2)cc1
  A: 18.4; B: 0.6; C: -2.2; D: 1.3; E: 5.8; F: 25.6; G: 8.4; H: 5.7
#20 O=C(NCc1ccc(Cl)cc1Cl)c1ccccn1
  A: 7.0; B: 12.5; C: -5.0; D: 13.3; E: 6.6; F: -42.8; G: -18.5; H: -1.4
#21 CC(=O)NC1=NN(C(C)=O)C(C)(c2ccco2)S1 (stereo not given)
  A: 9.3; B: 7.7; C: -11.0; D: -0.5; E: -7.8; F: 7.5; G: 0.6; H: -10.7
#22 O=C(Nc1ccccc1)N1CCC(c2nc(-c3ccc(S(=O)(=O)N4CCOCC4)cc3)no2)CC1
  A: -81.5; B: 52.9*; C: 5.2; D: -1.2; E: 0.1; F: 44.7*; G: -3.8; H: 9.1
#23 Cc1ccc(N2C(=O)C(NC(=O)c3ccccc3F)(C(F)(F)F)C3=C2CC(C)(C)CC3=O)cc1 (stereo not given)
  A: -17.1; B: 5.0; C: -2.4; D: 2.1; E: -0.8; F: -6.2; G: -1.6; H: -1.9
#24 Cc1ccc(OC(C)C(=O)N(Cc2cccs2)C2CCS(=O)(=O)C2)cc1C (stereo not given)
  A: -1.8; B: 9.9; C: 3.3; D: 5.6; E: 8.8; F: -1.6; G: -2.5; H: -10.6
#25 CCN(C(=O)COC(=O)c1ccc(Cl)c(N)c1)C1CCS(=O)(=O)C1 (stereo not given)
  A: 9.2; B: 3.2; C: -4.9; D: 0.9; E: 7.5; F: -4.0; G: -7.8; H: 5.5
#26 O=C(CSc1nc2ccccc2c(=O)n1-c1ccc(F)cc1)NCc1ccco1
  A: 0.9; B: -1.8; C: 3.5; D: 10.2; E: 1.4; F: -5.4; G: -27.0; H: -1.7

Shown with two lines to a compound: part of the list above
Below each SMILES: 697 NFkB inh | Jurkat NFkB inh | Gli-Sufu antag | UBC13 polyUb | CCR6 antagonist | EBI2 antag | Apaf-1 inh | SENP8 block
(4) CN1CCN(NC(=O)c2ccc(Cl)s2)CC1
 : 12.5 | 4.0 | 51.8 | 15.4 | -0.5 | 2.0 | -13.0 | -8.0
(5) O=C1CCC(C(=O)N2CCCC2)CN1Cc1cccc(C(F)(F)F)c1 (stereo not given)
 : 14.5 | 12.0 | -4.5 | -2.4 | 8.8 | -16.2 | 1.8 | 3.2
(6) O=C(Cc1ccccc1)NCC(=O)N1CCCCCC1
 : 14.6 | 5.0 | -3.9 | -4.3 | 8.6 | 6.2 | 0.9 | 8.3
(7) COC(=O)CCCNC(=O)OCc1ccc([N+](=O)[O-])cc1
 : -1.9 | 1.5 | -0.8 | -4.1 | 2.2 | -8.6 | -0.4 | -0.8
(8) COc1cccc(C(=O)NCC(=O)N/N=C/c2ccc(OC(=O)c3cccs3)c(OC)c2)c1
 : -6.0 | 2.1 | -14.6 | -10.6 | 7.0 | -9.0 | 14.8 | -11.9
(9) CN(c1ccc(OCC(=O)Nc2ccccc2C(=O)O)cc1)S(=O)(=O)c1ccc(Cl)cc1
 : -133.1 | -10.0 | 9.4 | -32.6 | -0.4 | -2.9 | 10.7 | -9.3
(10) CCOc1ccc(N(CC(=O)N/N=C(\C)c2cccc(NC(C)=O)c2)S(=O)(=O)c2ccccc2)cc1
 : -2.2 | -28.6 | 0.9 | 2.6 | 7.3 | 9.1 | 22.9 | 2.0
(11) COC(=O)CC1(C(=O)OC)Oc2ccc(Br)cc2C(=O)N1c1ccc(Br)cc1Cl (stereo not given)
 : -30.7 | 30.7 | 8.3 | -7.3 | 29.2 | 21.3 | 11.7 | -0.4
(12) CN(C)CCn1c(=N)n(CC(O)c2ccc(Cl)c(Cl)c2)c2ccccc21 (stereo not given)
 : 14.2 | -7.0 | 5.8 | 5.4 | 24.9 | 1.7 | 17.9 | 2.6
(13) COc1ccccc1NC(=O)C1C2C=CC(C2)C1C(=O)NCc1cccnc1 (stereo not given)
 : -7.2 | -11.9 | 22.1 | 3.8 | 0.3 | -4.9 | -2.8 | 4.7
(14) CCCn1c(Cc2ccccc2)n[nH]c1=S
 : -18.3 | -6.3 | 5.9 | -7.6 | -13.2 | -16.5 | 11.2 | -14.8
(15) CC(=O)c1ccc(NC(=O)C[n+]2cccc(C)c2)cc1
 : -12.5 | 2.7 | 35.6 | -0.7 | 2.6 | -9.9 | -8.6 | 2.1
